Screens as filed in PubChem BioAssay.
ANO1 activ: activates or potentiates the mouse TMEM16A chloride channel; Q8BHY3; HEK293 TMEM16A/YFP-H148Q/I152L, iodide quench fluorescence; hits give low values; B-score at 10 µM; 0.3% of 340,000 active;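 active = fluorescence-ratio B-score plate-corrected deviation score at least 3 library SD below zero, with starting fluorescence score within 5 deviations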;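 note: channel opened by trigger with iodide after compound preincubation; score built on the fluorescence ratio of max minus min over baseline; more negative score means more quench and so TMEM16A activation or potentiation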
ANO1 block: inhibitors of mouse TMEM16A calcium-activated chloride channel; normalized B-score (activity score, 25-100; higher = stronger inhibition) at 10 µM; Q8BHY3; 1.2% of 310,000 active; HEK293 TMEM16A/YFP iodide influx fluorescence, ionomycin;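 active = ratio plate-corrected score three or more library SD toward inhibition, starting fluorescence score within five deviations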;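 note: score derived from kinetic fluorescence span divided by baseline fluorescence per well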
Dyrk1A ADPGlo: inhibitors of rat Dyrk1A kinase; Q63470; ADP-Glo luminescence, NFATc1 peptide; inhibition, % at 12.5 µM; 0.43% of 310,000 active; AID 504441; in the data active = inhibition above about 50%;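 note: plate controls were vehicle with enzyme for no effect and no enzyme for full effect; many of its hits are not listed in these tables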
HDAC3 inh: human HDAC3 inhibition. 0.15% of 320,000 active. inhibition, % at 8.3 µM. recombinant HDAC3, fluorogenic peptide/trypsin coupled, fluorescence. O15379; in the data active = inhibition above about 26%, passing the limit was not always enough; inconclusive = no clear call, values can overlap the other calls
Target sequence (O15379 whole entry, looked up): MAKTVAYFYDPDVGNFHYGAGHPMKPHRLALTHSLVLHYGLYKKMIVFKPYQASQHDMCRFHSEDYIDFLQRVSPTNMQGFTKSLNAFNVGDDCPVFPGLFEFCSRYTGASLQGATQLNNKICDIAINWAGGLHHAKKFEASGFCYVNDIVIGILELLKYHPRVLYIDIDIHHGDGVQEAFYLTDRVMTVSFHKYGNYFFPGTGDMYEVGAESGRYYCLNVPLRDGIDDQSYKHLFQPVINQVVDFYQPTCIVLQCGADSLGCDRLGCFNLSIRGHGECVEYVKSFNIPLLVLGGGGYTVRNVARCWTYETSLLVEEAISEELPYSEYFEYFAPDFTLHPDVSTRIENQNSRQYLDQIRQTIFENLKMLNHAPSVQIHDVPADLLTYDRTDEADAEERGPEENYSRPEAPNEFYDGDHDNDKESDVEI
KCNK3 block: human KCNK3 channel inhibition, primary screen. O14649. CHO-KCNK3 thallium flux, FluxOR fluorescence; hits give low values. B-score at 10 µM. 0.84% of 340,000 active. AID 602410;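 active = B-score under library mean minus 4 SD, starting fluorescence ratio at most library mean plus 5 SD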;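 note: more negative B-score means stronger inhibition of thallium flux through KCNK3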
Target sequence (O14649 whole entry, looked up): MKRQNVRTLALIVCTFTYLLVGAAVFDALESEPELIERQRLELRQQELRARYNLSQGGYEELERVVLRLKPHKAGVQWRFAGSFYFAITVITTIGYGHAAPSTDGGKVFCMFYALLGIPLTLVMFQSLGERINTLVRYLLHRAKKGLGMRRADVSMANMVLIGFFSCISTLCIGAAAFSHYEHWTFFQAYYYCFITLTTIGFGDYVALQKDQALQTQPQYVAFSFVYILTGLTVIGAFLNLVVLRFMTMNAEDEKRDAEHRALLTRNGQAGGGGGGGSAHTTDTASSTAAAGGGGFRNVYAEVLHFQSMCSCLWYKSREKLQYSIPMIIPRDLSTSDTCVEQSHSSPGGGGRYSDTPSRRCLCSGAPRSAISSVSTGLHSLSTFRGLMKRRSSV
An asterisk follows results filed as active. An excerpt; rates above refer to the full screens.

Screening CCCCN(C(=O)C1CSC2(C)CCC(=O)N12)c1c(N)n(CC(C)C)c(=O)[nH]c1=O (stereo not given) returned ANO1 activ inactive, HDAC3 inh -3 and KCNK3 block inactive.
For O=C(COC(=O)c1cc(Br)ccc1O)NNC(=O)c1cccs1 the results were ANO1 activ inactive, HDAC3 inh -3 and KCNK3 block inactive.
COc1cccc(NC(=O)CN(C)C(=O)c2ccc(N3CCCCC3)c([N+](=O)[O-])c2)c1 was read as ANO1 activ inactive, HDAC3 inh 10 and KCNK3 block inactive.
Screening COc1cc2c(cc1OC)CN(C(=O)CCC(=O)c1ccc(F)cc1)CC2 returned ANO1 activ inactive, HDAC3 inh -8 and KCNK3 block inactive.
For COc1ccc(NC(C)=O)cc1S(=O)(=O)N(C)Cc1c(C)nn(-c2ccccc2)c1C the results were ANO1 activ inactive, HDAC3 inh 0 and KCNK3 block inactive.
`Cc1ccc(S(=O)(=O)N2CCN(C(=O)c3ccccc3OCc3c(C)noc3C)CC2)cc1` gave ANO1 activ inactive, HDAC3 inh -1 and KCNK3 block inactive.
`Cc1c(NC(=O)COC(=O)Cc2ccc(Br)cc2)c(=O)n(-c2ccccc2)n1C` gave ANO1 activ inactive, HDAC3 inh -2 and KCNK3 block inactive.
COc1cc(C(=O)Nc2ccc(C)cn2)ccc1OCC(=O)N1CCOCC1 was read as ANO1 activ inactive, HDAC3 inh -1 and KCNK3 block inactive.
For COc1ccc2oc(C(=O)OCC(=O)N3CCCCC3C)c(C)c2c1 (stereo not given) the results were ANO1 activ inactive, HDAC3 inh -15 and KCNK3 block inactive.
`CCN(C(=O)COC(=O)c1ccc2ccccc2c1)c1c(N)n(Cc2ccccc2)c(=O)[nH]c1=O` gave ANO1 activ inactive, HDAC3 inh -2 and KCNK3 block inactive.

Two consecutive compounds already listed, quoted:
For COc1ccc2oc(C(=O)OCC(=O)N3CCCCC3C)c(C)c2c1 (stereo not given) the results were ANO1 activ inactive, HDAC3 inh -15 and KCNK3 block inactive.
`CCN(C(=O)COC(=O)c1ccc2ccccc2c1)c1c(N)n(Cc2ccccc2)c(=O)[nH]c1=O` gave ANO1 activ inactive, HDAC3 inh -2 and KCNK3 block inactive.

Continuation:
`C=CCn1c(=S)[nH]c2cc(C(=O)N3CCN(c4ccccc4OC)CC3)ccc2c1=O` gave ANO1 activ inactive, HDAC3 inh -2 and KCNK3 block inactive.
For CCCN(CC(=O)Nc1ccccc1OC)C(=O)c1ccc(COc2ccccc2)o1 the results were ANO1 activ inactive, HDAC3 inh 12 and KCNK3 block inactive.
COc1cc2c(cc1OC)CN(C(=O)CCNC(=O)c1ccccc1Cl)CC2 was read as ANO1 activ inactive, HDAC3 inh 8 and KCNK3 block inactive.
For N#Cc1ccc(CN2CCN(C(=O)C3CC(=O)N(c4ccccc4F)C3)CC2)cc1 (stereo not given) the results were ANO1 activ inactive, HDAC3 inh -1 and KCNK3 block inactive.
Screening O=C(/C=C/c1ccccc1[N+](=O)[O-])NNC(=O)c1ccncc1 returned ANO1 activ inactive, HDAC3 inh 3 and KCNK3 block inactive.
Screening CC(Oc1ccc(Br)cc1)C(=O)NC1CCCCCC1 (stereo not given) returned ANO1 activ inactive, HDAC3 inh 4 and KCNK3 block inactive.
Screening COc1ccc(S(=O)(=O)N2CCOCC2)cc1NC(=O)COc1ccc2c(C)cc(=O)oc2c1 returned ANO1 activ inactive, HDAC3 inh -2 and KCNK3 block inactive.
Screening CC1CCCC(NC(=S)NC(=O)c2ccco2)C1C (stereo not given) returned ANO1 activ inactive, HDAC3 inh 4 and KCNK3 block inactive.
For CC1CCCC(NC(=O)COC(=O)c2cc3ccccc3oc2=O)C1C (stereo not given) the results were ANO1 activ inactive, HDAC3 inh -1 and KCNK3 block inactive.
C/C(=N\NC(=O)COc1ccc([N+](=O)[O-])cc1)c1ccco1 was read as ANO1 activ inactive, HDAC3 inh 3 and KCNK3 block inactive.
Screening O=C(CSc1nnc(Nc2ccccc2)s1)NC1CCCC1 returned ANO1 activ inactive, HDAC3 inh 1 and KCNK3 block inactive.
`Cn1c(N)c(C(=O)CSc2nc(C3CC3)n(-c3ccccc3)n2)c(=O)[nH]c1=O` gave ANO1 activ inactive, HDAC3 inh 10 and KCNK3 block inactive.
`CCOc1ccccc1OCC(=O)NN=C1CCCC(=O)C1` gave ANO1 activ inactive, HDAC3 inh -3 and KCNK3 block inactive.
For CC(C)OCC1CO1 (stereo not given) the results were ANO1 activ inactive, HDAC3 inh -5 and KCNK3 block inactive.
`O=C(CC1OC(=O)c2ccccc21)NNC(=O)c1ccc(F)cc1` (stereo not given) gave ANO1 activ inactive, HDAC3 inh 5 and KCNK3 block inactive.
O=C(/C=C/c1ccco1)N1CCN(S(=O)(=O)c2ccccc2)CC1 was read as ANO1 activ inactive, HDAC3 inh 0 and KCNK3 block inactive.
COCCn1c(SCC(=O)Nc2cccnc2Cl)nc2cc(Cl)ccc2c1=O was read as ANO1 activ inactive, HDAC3 inh 1 and KCNK3 block inactive.
For NC(=O)NCC(=O)N1CCN(S(=O)(=O)c2ccc(Cl)s2)CC1 the results were ANO1 activ inactive, HDAC3 inh -7 and KCNK3 block inactive.
`COc1ccc(S(=O)(=O)N2CCOCC2)cc1NC(=O)CCCOc1ccc(Cl)cc1C` gave ANO1 activ inactive, HDAC3 inh -2 and KCNK3 block inactive.
For O=C(COC(=O)CCc1ccccc1)NCc1ccc2c(c1)OCO2 the results were ANO1 activ inactive, HDAC3 inh 2 and KCNK3 block inactive.
O=C(Nc1cccc(S(=O)(=O)N2CCCCC2)c1)C1CC1 was read as ANO1 activ inactive, HDAC3 inh 6 and KCNK3 block inactive.
O=C(C1=C(O)C(=O)N(Cc2cccnc2)C1c1cccc(Oc2ccccc2)c1)c1ccco1 (stereo not given) was read as ANO1 activ inactive, HDAC3 inh -8 and KCNK3 block inactive.
`CC(=O)NCCc1ccc(C(=O)CSc2nnc(C3CC3)n2C2CC2)cc1` gave ANO1 activ inactive, HDAC3 inh 0 and KCNK3 block inactive.
CC(OC(=O)c1cccs1)C(=O)NC1CCCCC1C (stereo not given) was read as ANO1 activ inactive, HDAC3 inh 5 and KCNK3 block inactive.
For CSc1ncnc2c1ccn2CC(=O)Nc1ccc(C)c(C)c1 the results were ANO1 activ inactive, HDAC3 inh -1 and KCNK3 block inactive.
COc1ccc(CNC(=O)CN(c2ccc(C(C)=O)cc2)S(=O)(=O)c2ccc(C)cc2)cc1OC was read as ANO1 activ inactive, HDAC3 inh 0 and KCNK3 block inactive.
For O=C(NC1CC1)c1cccc(NC(=O)c2cnn(-c3ccccc3)n2)c1 the results were ANO1 activ inactive, HDAC3 inh -2 and KCNK3 block inactive.
Cc1ccc(NC(=O)CN2C(=O)NC3(CCCCCCC3)C2=O)cc1C was read as ANO1 activ inactive, HDAC3 inh 0 and KCNK3 block inactive.
`CCC(=O)c1ccc(OC(=O)C2CCN(C3=NS(=O)(=O)c4ccccc43)CC2)cc1` gave ANO1 activ inactive, HDAC3 inh 4 and KCNK3 block inactive.
CCN(CC)CCNC(=O)c1ccc(NC(=O)COc2ccc3c(c2)CCC3)cc1 was read as ANO1 activ inactive, HDAC3 inh inconclusive and KCNK3 block inactive.
CC1(C)CC2CC(C)(CN2C(=O)COC(=O)c2cccnc2Cl)C1 (stereo not given) was read as ANO1 activ inactive, HDAC3 inh 1 and KCNK3 block inactive.
CC(C)N(Cc1ccccc1)C(=O)COC(=O)c1c(F)cccc1F was read as ANO1 activ inactive, HDAC3 inh 1 and KCNK3 block inactive.
Cc1occc1C(=O)NNC(=O)c1ccc(S(=O)(=O)N(C)C)cc1 was read as ANO1 activ inactive, HDAC3 inh -1 and KCNK3 block inactive.
Screening CN(CC(=O)Nc1ccc(F)cc1)C(=O)CNC(=O)C1CCCCC1 returned ANO1 activ inactive, HDAC3 inh -6 and KCNK3 block inactive.
Screening CCC(=O)Nc1ccc(NC(=O)CSc2nnnn2CC)cc1C returned ANO1 block inactive, Dyrk1A ADPGlo -5, HDAC3 inh 1 and KCNK3 block inactive.
Screening O=C(Nc1nc2c(s1)CCCC2)c1cccs1 returned ANO1 block inactive, Dyrk1A ADPGlo -1, HDAC3 inh 0 and KCNK3 block inactive.
For COc1ccc(C(=O)COC(=O)c2ccc3c(c2)OCCO3)c(OC)c1 the results were ANO1 activ inactive, Dyrk1A ADPGlo -4 and KCNK3 block inactive.
Screening COc1cc(C(C)=O)cc(OC)c1O returned ANO1 activ inactive, Dyrk1A ADPGlo -2 and KCNK3 block inactive.
Screening CCCCn1c(N)c(N(CCOC)C(=O)COC(=O)c2ccccc2NCCO)c(=O)[nH]c1=O returned ANO1 activ inactive, Dyrk1A ADPGlo -1 and KCNK3 block inactive.
For O=C1C2C3C=CC(O3)C2C(=O)N1N=Cc1ccc2c(c1)OCO2 (stereo not given) the results were ANO1 activ inactive, Dyrk1A ADPGlo 5 and KCNK3 block inactive.
`O=C(CC1Sc2ccccc2NC1=O)NNc1cccc(Cl)c1Cl` (stereo not given) gave ANO1 activ inactive, Dyrk1A ADPGlo -2 and KCNK3 block inactive.
`CSCCC(NC(=O)c1ccc(Cl)cc1Cl)C(=O)N1CCCCCCC1` (stereo not given) gave ANO1 activ inactive, Dyrk1A ADPGlo -2 and KCNK3 block inactive.
Screening O=C1CCC(CCc2nc3ccccc3[nH]2)(c2ccccc2)C(=O)N1 (stereo not given) returned ANO1 activ inactive, Dyrk1A ADPGlo 3 and KCNK3 block inactive.
Screening CCOC(=O)c1cc2c(=O)n3cccc(C)c3nc2n(Cc2ccco2)c1=NC(=O)c1cccnc1 returned ANO1 activ inactive, Dyrk1A ADPGlo -6 and KCNK3 block inactive.
CCCCn1c(SCC(=O)c2c(N)n(C3CC3)c(=O)[nH]c2=O)nc2cc(S(N)(=O)=O)ccc21 was read as ANO1 activ inactive, Dyrk1A ADPGlo -3 and KCNK3 block inactive.
Screening O=C(COC(=O)C1(c2ccccc2F)CCCC1)N1CCNC1=O returned ANO1 activ inactive, Dyrk1A ADPGlo -6 and KCNK3 block inactive.
CC(Sc1ncccn1)C(=O)Nc1ccc2c(c1)OCCO2 (stereo not given) was read as ANO1 activ inactive, Dyrk1A ADPGlo 18 and KCNK3 block inactive.
For Cc1ccc(NC(=O)CN2C(=O)N/C(=C/c3cc(C)n(-c4ccc(C(=O)O)cc4)c3C)C2=O)cc1 the results were ANO1 activ inactive, Dyrk1A ADPGlo -6 and KCNK3 block inactive.
CCCCN1Cc2ccccc2Oc2cc(Br)ccc2S1(=O)=O was read as ANO1 activ inactive, Dyrk1A ADPGlo 2 and KCNK3 block inactive.
Screening CC1CN(C(C)C)C(=S)N(c2ccccc2)C1=O (stereo not given) returned ANO1 activ inactive, Dyrk1A ADPGlo 8 and KCNK3 block inactive.

Entries above containing a Cl atom:
COc1cc2c(cc1OC)CN(C(=O)CCNC(=O)c1ccccc1Cl)CC2 was read as ANO1 activ inactive, HDAC3 inh 8 and KCNK3 block inactive.
COCCn1c(SCC(=O)Nc2cccnc2Cl)nc2cc(Cl)ccc2c1=O was read as ANO1 activ inactive, HDAC3 inh 1 and KCNK3 block inactive.
For NC(=O)NCC(=O)N1CCN(S(=O)(=O)c2ccc(Cl)s2)CC1 the results were ANO1 activ inactive, HDAC3 inh -7 and KCNK3 block inactive.
`COc1ccc(S(=O)(=O)N2CCOCC2)cc1NC(=O)CCCOc1ccc(Cl)cc1C` gave ANO1 activ inactive, HDAC3 inh -2 and KCNK3 block inactive.
CC1(C)CC2CC(C)(CN2C(=O)COC(=O)c2cccnc2Cl)C1 (stereo not given) was read as ANO1 activ inactive, HDAC3 inh 1 and KCNK3 block inactive.
`O=C(CC1Sc2ccccc2NC1=O)NNc1cccc(Cl)c1Cl` (stereo not given) gave ANO1 activ inactive, Dyrk1A ADPGlo -2 and KCNK3 block inactive.
`CSCCC(NC(=O)c1ccc(Cl)cc1Cl)C(=O)N1CCCCCCC1` (stereo not given) gave ANO1 activ inactive, Dyrk1A ADPGlo -2 and KCNK3 block inactive.

The results go on:
Screening Cc1c(Cl)sn(-c2ccc(Cl)cc2)c1=O returned ANO1 activ -14*, Dyrk1A ADPGlo -3 and KCNK3 block inactive.
CC1CCc2nc3ccc(S(=O)(=O)N4CCC(C(=O)NC5CCCC5)CC4)cc3c(C(=O)O)c2C1 (stereo not given) was read as ANO1 activ inactive, Dyrk1A ADPGlo 2 and KCNK3 block inactive.
O=C(COC(=O)/C=C/c1ccccc1)NC1CCS(=O)(=O)C1 (stereo not given) was read as ANO1 activ inactive, Dyrk1A ADPGlo 2 and KCNK3 block inactive.
`COc1cc(C2c3cc4c(cc3OC(NCc3ccccc3)C2C)OCO4)cc(OC)c1OC` (stereo not given) gave ANO1 activ inactive, Dyrk1A ADPGlo -2 and KCNK3 block inactive.
For CCCCCCn1c(COc2ccccc2F)nnc1SCC(=O)NC1CCS(=O)(=O)C1 (stereo not given) the results were ANO1 activ inactive, Dyrk1A ADPGlo 1 and KCNK3 block inactive.
CCC1([N+](=O)[O-])COC(c2ccc(OC)cc2)OC1 (stereo not given) was read as ANO1 activ inactive, Dyrk1A ADPGlo -9 and KCNK3 block inactive.
Screening O=C1NCC(Nc2ccccc2Cl)C(=O)N1 (stereo not given) returned ANO1 activ inactive, Dyrk1A ADPGlo 2 and KCNK3 block inactive.
